Screening results (PubChem)
IMP-1 inh = inhibitors of Pseudomonas aeruginosa IMP-1 metallo-beta-lactamase. purified IMP-1, nitrocefin hydrolysis, epi-absorbance fluorescence. inhibition, % at 5.6 µM. actives 0.45% (n = 290,000). AID 1556;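 active = inhibition above the mean plus 3 SD of all compounds in the same screening run, cut at about 4.5% in these data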;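 also: 0% = IMP-1 with DMSO and 100% = DMSO wells lacking enzyme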
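System – purified recombinant IMP-1 beta-lactamase · Input – IMP-1 dispensed at 0.2 nM · Timing – 15 min preincubation plus 25 min reaction at 25 °C · Signal – Epi-absorbance fluorescence, 480 nm excitation, 530 nm emission · Measure – percent IMP-1 inhibition derived from blank-referenced optical density · Controls – Enzyme-plus-DMSO low control, enzyme-free DMSO high control · Replication – singlicate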
GalR3 antagonist = human GalR3 antagonism | AID 651719 | HEK293 GalR3-CNG cAMP membrane potential fluorescence; galR3 body fused to GalR1 C-terminus | actives 0.44% (n = 360,000) | O60755 | inhibition, % at 3 µM;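 active = inhibition above the screen-wide average plus 3 SD, cut at about 13% in these data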;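 also: forskolin and galanin both at EC90 stimulate the cells; cAMP rise reported by CNG channel membrane potential dye signal; 0% = forskolin plus galanin with DMSO and 100% = forskolin alone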
Target sequence (O60755 1-299 limits assumed): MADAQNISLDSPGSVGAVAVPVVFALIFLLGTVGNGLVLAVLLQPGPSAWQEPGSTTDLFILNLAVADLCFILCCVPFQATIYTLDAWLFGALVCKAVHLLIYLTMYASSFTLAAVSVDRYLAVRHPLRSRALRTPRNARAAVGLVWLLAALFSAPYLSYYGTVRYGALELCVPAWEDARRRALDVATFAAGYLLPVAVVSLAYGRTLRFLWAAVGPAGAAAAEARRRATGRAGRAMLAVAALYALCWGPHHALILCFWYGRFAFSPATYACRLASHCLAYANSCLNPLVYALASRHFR
GPR7 antag = human neuropeptides B/W receptor 1 antagonism; actives 1.1% (n = 290,000); inhibition, % at 4.4 µM; GPR7-expressing cells, fluorescence antagonist assay; P48145; in the data active = inhibition above about 16%, passing the limit was not always enough;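 also: cells stimulated with the agonist NPW; 0% = agonist with vehicle and 100% = vehicle without agonist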
Target sequence (P48145 whole entry, looked up): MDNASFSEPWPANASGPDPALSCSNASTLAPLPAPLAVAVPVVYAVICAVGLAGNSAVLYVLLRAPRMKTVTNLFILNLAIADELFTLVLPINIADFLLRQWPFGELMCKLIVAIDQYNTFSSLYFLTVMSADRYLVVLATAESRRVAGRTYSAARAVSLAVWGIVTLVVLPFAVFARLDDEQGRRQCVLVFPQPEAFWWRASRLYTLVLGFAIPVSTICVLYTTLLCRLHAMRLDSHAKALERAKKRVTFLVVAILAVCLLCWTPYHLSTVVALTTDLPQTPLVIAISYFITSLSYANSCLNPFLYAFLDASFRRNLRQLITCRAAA
V1R ag counter = activates human V1a receptor in oxytocin agonist counter-screen. actives 0.25% (n = 320,000). CHO-V1R cells, Fluo-8 calcium fluorescence, agonist mode; 0% DMSO, 100% 3 nM vasopressin. activation, % at 3 µM. AID 2797;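 active = activation above the mean activation of all tested compounds plus 3 SD, per screening run, cut at about 20% in these data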;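 also: signal is peak over basal fluorescence ratio across a 100 second FLIPR read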
Target sequence (P37288 whole entry, looked up): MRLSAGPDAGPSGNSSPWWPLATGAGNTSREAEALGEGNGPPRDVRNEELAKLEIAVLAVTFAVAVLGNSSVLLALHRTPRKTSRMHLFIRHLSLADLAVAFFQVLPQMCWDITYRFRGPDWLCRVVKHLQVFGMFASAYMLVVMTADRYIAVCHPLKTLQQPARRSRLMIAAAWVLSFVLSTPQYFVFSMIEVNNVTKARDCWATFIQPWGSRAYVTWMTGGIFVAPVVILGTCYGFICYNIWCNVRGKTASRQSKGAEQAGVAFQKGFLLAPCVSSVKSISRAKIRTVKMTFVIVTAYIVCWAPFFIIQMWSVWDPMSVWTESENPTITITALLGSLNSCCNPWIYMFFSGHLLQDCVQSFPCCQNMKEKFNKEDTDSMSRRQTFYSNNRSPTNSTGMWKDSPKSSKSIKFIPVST
OXTR ag = activates the human oxytocin receptor | P30559 | CHO-OTR cells, Fluo-8 calcium fluorescence; normalized: DMSO 0%, oxytocin 100% | activation, % at 3 µM | actives 0.32% (n = 320,000);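 active = activation above the mean of all tested compounds plus 3 SD, cutoff set per screening run, cut at about 20% in these data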;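 also: peak over basal fluorescence ratio from a 100 s FLIPR kinetic read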
HCV NS3 hel inh = blocks Hepatitis C virus NS3 helicase unwinding. NS3 helicase DNA unwinding, Cy5 molecular beacon fluorescence. inhibition, % at 10.9 µM. actives 0.56% (n = 290,000);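 active = inhibition above the mean of all tested compounds plus 3 SD, set per campaign, cut at about 35% in these data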;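 also: 0% = DMSO wells and 100% = thioflavine S control wells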
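assay system = NS3 helicase fragment of HCV | buffer or medium = MOPS pH 6.5, MgCl2, DTT, Tween20, BSA | timing = 60 min unwinding reaction at 25 °C after ATP addition | signal = Cy5 beacon fluorescence read at start and 1 h | read-out basis = % inhibition of unwinding | control set = low DMSO, high thioflavine S at 110 µM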
VIM-2 inh = blocks Pseudomonas aeruginosa VIM-2 metallo-beta-lactamase; inhibition, % at 5.6 µM; actives 0.89% (n = 290,000); purified VIM-2, nitrocefin hydrolysis, epi-absorbance fluorescence;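 active = inhibition above the mean of all tested compounds plus 3 SD, cutoff set per screening run, cut at about 7.5% in these data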;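 also: red hydrolysis product quenches plate fluorescence so inhibitors raise well fluorescence; 0% = enzyme with DMSO and 100% = DMSO without enzyme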
PHOSPHO1 block = inhibitors of human PHOSPHO1 phosphatase; Q8TCT1; recombinant PHOSPHO1, absorbance phosphatase assay; inhibition, % at 13.3 µM; actives 1.1% (n = 290,000); AID 1565; in the data active = inhibition above about 60%
DNA FID counter = fluorescent intercalator displacement, NS3 helicase counter-screen; DNA fluorescent intercalator displacement, fluorescence; actives 0.17% (n = 290,000); inhibition, % at 7.9 µM; AID 1845; in the data active = inhibition above about 37%;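 also: 0% = vehicle and 100% = reference compound; higher means more ethidium bromide displaced from hairpin DNA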
The depositor's hits bear a star; x = no result given.

SMILES | IMP-1 inh | GalR3 antagonist | GPR7 antag | V1R ag counter | OXTR ag | HCV NS3 hel inh | VIM-2 inh | PHOSPHO1 block | DNA FID counter
Cc1[nH]c(=O)[nH]c(=O)c1CSc1nnc([C@@H](NC(=O)OC(C)(C)C)C(C)C)o1 | 1.2 | 2 | -9 | -0.6 | -0.5 | 5 | 1.7 | 35 | -9
N=c1c(C(=O)NC2CCCCC2)cc2c(=O)n3ccccc3nc2n1Cc1ccco1 | 0.5 | 0 | -1 | -0.2 | -0.7 | 2 | 4.0 | 28 | -21
COc1nccc(C(F)(F)F)c1C(=O)Nc1ccc(Cl)cc1 | -1.9 | -6 | -9 | -1.0 | -1.7 | 2 | -0.6 | 21 | 0
COc1ccc(OCc2n(CC(=O)OC3CC(C)CCC3C(C)C)c3ccccc3[n+]2C)cc1 (stereo unspecified) | -4.2 | 5 | 71* | 2.3 | 1.8 | -76 | -4.1 | 47 | 40*
O=S1(=O)N=C(Oc2ccccc2)c2ccccc21 | -0.9 | -2 | 5 | -0.1 | -0.3 | 2 | -1.2 | 1 | -1
COc1cccc(NC(=S)N2CCN(S(C)(=O)=O)CC2)c1 | -3.1 | -1 | 0 | x | x | -1 | -2.5 | 32 | -1
CC(=O)Nc1nc(-c2ccc3c(c2)OCO3)cs1 | -2.3 | 0 | -10 | 1.4 | -0.3 | -3 | -0.6 | 8 | -2
S=C(NCc1ccccn1)Nc1ccc(Br)cc1Cl | -1.3 | -8 | -6 | -1.1 | -1.4 | 10 | -3.1 | 30 | -4
Cc1ccc(OCCNc2ccc(C(F)(F)F)cc2[N+](=O)[O-])cc1 | -0.9 | -6 | -2 | 0.3 | -1.4 | 6 | 2.0 | 3 | -3
CCOc1ccccc1NC(=O)CCn1ccnc1 | -1.0 | -10 | 0 | 1.0 | 2.5 | 10 | 0.7 | 38 | -4
CCS(=O)(=O)N1CCN=C1SCc1ccccc1 | -3.2 | 8 | 1 | 0.7 | 0.2 | 7 | -2.7 | -9 | -7
COc1cccc(-c2c(C(=O)N/N=C/c3ccco3)nnn2-c2nonc2N)c1 | -4.5 | -9 | -7 | 8.3 | 5.1 | -4 | -4.6 | 27 | -23
Cc1ccccc1OCC(=O)NC(C)c1ccccc1 (stereo unspecified) | -2.4 | -7 | -8 | x | x | -5 | -3.3 | 11 | -18
O=C(CCC1CCCCC1)Nc1cccc(C(=O)Nc2ccc(C(=O)O)cc2)c1 | 1.6 | -8 | -12 | 0.8 | -1.4 | 22 | -2.9 | x | -38
CC(=O)NCCC1CCN(c2nc3nonc3nc2N(C)Cc2ccccc2)CC1 | -3.6 | 20* | -5 | 0.5 | 0.1 | 10 | -5.3 | 48 | -9
C/C(=N\Nc1ccc2nncn2n1)c1ccc(Cl)s1 | -3.2 | -4 | -5 | -0.5 | -1.8 | -1 | 1.6 | -10 | -8
COc1ccc(C2CC(=O)Oc3ccc(C(C)(C)C)cc32)cc1 (stereo unspecified) | -1.5 | -6 | -1 | 1.7 | -1.7 | 0 | -0.9 | -2 | -25
CCOc1nc(-c2ccc(Cl)cc2)nc2ccccc12 | -1.0 | 1 | 16 | -0.2 | 0.5 | 0 | -1.2 | -12 | -1
CSc1cccc(NC(=O)C(C)Sc2ccc(C)cc2)c1 (stereo unspecified) | -4.2 | -5 | -2 | -1.8 | -1.6 | -1 | -1.4 | 5 | -7
COc1cccc(OCC(O)CN2CCN(C)CC2)c1 (stereo unspecified) | -0.1 | -7 | -14 | -1.0 | -0.6 | 1 | 1.1 | 31 | 1
COc1ccc(S(=O)(=O)Nc2c3ccccc3nc(=O)n2-c2ccccc2)cc1 | -3.0 | -4 | 12 | 1.8 | 1.2 | -2 | 1.7 | 21 | -8
COc1ccc2c(c1)c(=O)c(C(=O)c1ccc(F)cc1)cn2CC(=O)Nc1ccc(F)cc1 | -1.5 | 1 | -4 | 0.3 | 1.6 | 3 | -1.5 | -1 | -12
Cc1ccc(C(=O)NCCSC(C)(C)C)cc1 | -2.2 | 1 | 2 | -0.8 | -1.3 | 3 | -1.4 | 11 | 3
C#CC(C)(C)NC(=O)c1cnc(-c2ccccc2)nc1-c1ccccc1 | -3.3 | -10 | -3 | -0.6 | -1.3 | -15 | -0.4 | 33 | -23
O=[N+]([O-])c1cc([N+](=O)[O-])c2cccnc2c1O | -1.7 | -10 | -2 | 0.5 | 0.5 | 10 | -0.3 | 33 | 0
CCN(CC)c1ccc2ccc(=O)oc2c1 | -0.2 | -3 | 2 | -0.6 | -1.9 | 0 | -2.5 | 45 | 6
O=C(NCCc1ccccc1F)C1CCC(=O)N(CCCN2CCCC2=O)C1 (stereo unspecified) | -3.5 | -8 | -4 | 1.2 | 1.7 | 5 | -4.2 | 25 | -13
Clc1nc(-c2ccccn2)nc2scc(-c3ccccc3)c12 | -2.5 | 0 | -9 | 3.0 | -1.6 | -4 | -1.3 | 7 | -14
Fc1cccc(CN2CCSCC2)c1 | 1.8 | -8 | -3 | x | x | -4 | -1.4 | 25 | -1
COc1ccc(-c2cc(-c3ccc(N)cc3)nc(N)c2C#N)cc1OC | -2.3 | 5 | -14 | 0.1 | -0.7 | 4 | -0.3 | 49 | -11
C/C(=N\N(c1ccccc1)c1ccccc1)c1ccc(O)cc1 | -4.5 | -2 | -10 | -0.6 | -0.6 | -11 | -1.2 | -2 | -19
CC(C)(CNC(=O)c1ccccc1NS(C)(=O)=O)N1CCCCC1 | -1.0 | -7 | 8 | 0.5 | 0.2 | 12 | -1.4 | 14 | -3
COCCNC(=S)N(CCO)Cc1cc2cc3c(cc2[nH]c1=O)OCCO3 | -1.5 | -1 | -9 | 1.4 | -0.8 | 11 | 0.5 | -6 | -2
Cc1ccc2nc(/C=C/c3cccc(F)c3)ccc2c1 | -2.3 | -5 | -3 | 0.3 | 0.0 | 4 | -2.4 | 2 | -7
CCCc1nnc(NC(=O)CCC(=O)NCc2ccccc2Cl)s1 | -1.6 | -8 | -1 | -0.6 | -0.9 | 1 | -1.4 | -15 | -9
O=C(Nc1ccc(Br)cn1)c1ccc2nccnc2c1 | -1.0 | 0 | 0 | -0.1 | -0.7 | 15 | 3.0 | x | -1
O=C(Nc1ccc(S(=O)(=O)N2CCCC2)cc1)c1ccc([N+](=O)[O-])cc1 | 1.6 | -5 | 0 | 9.3 | 5.8 | -2 | -0.2 | 18 | -4
Cc1csc(NC(=O)C2CCN(S(=O)(=O)c3ccccc3F)CC2)n1 | -2.0 | -1 | -5 | 3.9 | 5.2 | -8 | 0.3 | 37 | -9
CCCN(CCC)CCCNC(=O)C1CCN(S(=O)(=O)c2cccc3nsnc23)CC1 | -2.2 | 3 | -16 | 0.0 | -0.2 | -5 | -2.2 | 42 | -3
O=C(CSc1nnc(CNC(=O)c2cccs2)o1)Nc1ccc2c(c1)OCO2 | -2.8 | -3 | -8 | 0.3 | -0.8 | 1 | -4.7 | 10 | 0
CCCCN(CC)CCCNC(=S)Nc1ccc2nc(N3CCN(C)CC3)cc(C)c2c1 | -2.5 | -6 | -10 | 1.0 | 0.8 | -1 | -0.3 | 37 | 32
Cn1c(=O)c(NC2CCCCC2)c2c3c(cccc31)C(=O)c1ccccc1-2 | 5.9* | -8 | -3 | x | x | -2 | 7.2 | 30 | 0
COC(=O)c1ccccc1NS(=O)(=O)c1cn(C)c(=O)n(C)c1=O | -4.9 | x | -5 | -0.4 | -0.5 | 0 | -4.5 | 40 | -1
O=C(O)c1ccc(N/N=C2/CCSc3ccc(F)cc32)cc1 | -2.3 | -11 | -2 | 5.3 | 15 | 17 | -4.5 | 27 | -17
CCOc1ccc(-n2nnnc2SCC(=O)Nc2ccc(NC(C)=O)cc2)cc1 | -3.8 | -6 | -10 | -0.2 | 0.7 | -23 | -1.3 | 24 | -24
CCCn1c(=O)c2ccccc2n2c(SCC(N)=O)nnc12 | -1.9 | -13 | 1 | 0.3 | 0.4 | -1 | 0.5 | x | -3
COc1ccc(OC)c(/C=N/n2c(-c3n[nH]c4c3CCC4)n[nH]c2=S)c1 | -1.8 | -6 | -7 | -2.1 | -1.1 | 6 | -0.5 | 27 | -3
Cc1nc(-c2ccc(C(=O)NCCO)cc2)cs1 | -2.1 | 0 | -7 | 0.7 | 1.0 | -7 | 0.1 | 2 | -3
O=c1cc(O)n(-c2ccc(F)cc2)c(=S)[nH]1 | -1.4 | 0 | 2 | 1.6 | 0.0 | 6 | -0.8 | 21 | -3
O=C(CSc1nnc2ccccn12)NNC(=O)c1ccccc1 | -1.4 | -5 | 4 | -0.3 | -0.4 | 5 | -2.0 | -53 | -1

The list goes on:
SMILES | IMP-1 inh | GalR3 antagonist | GPR7 antag | V1R ag counter | OXTR ag | HCV NS3 hel inh | VIM-2 inh | PHOSPHO1 block | DNA FID counter
CC1CCc2nn(CC(=O)NC3CCCC3)cc2C1 (stereo unspecified) | -1.2 | 1 | 6 | -0.5 | -0.4 | -3 | -0.4 | 0 | -4
CCOc1ccc(C(=S)N2CCOCC2)cc1 | -2.3 | 1 | -5 | -0.2 | -0.6 | 1 | -1.2 | -20 | 2
Cc1nnc(NC(=O)c2c(-c3ccccc3)noc2C)s1 | -1.2 | -3 | 10 | -0.1 | 0.2 | -1 | 0.0 | -2 | -6
Cn1c(SCC(=O)Nc2ccc(NC(=O)c3cccs3)cc2)nnc1-c1ccncc1 | -5.7 | -1 | -9 | 1.1 | -0.5 | 4 | -3.8 | 8 | -12
COc1ccc(CCC(=O)NCc2cn3ccc(C)cc3n2)cc1 | -1.0 | x | -20 | 0.5 | -0.5 | -3 | -1.5 | 12 | -11

Grouped by structure, the compounds so far containing a Cl atom (6)
SMILES | IMP-1 inh | GalR3 antagonist | GPR7 antag | V1R ag counter | OXTR ag | HCV NS3 hel inh | VIM-2 inh | PHOSPHO1 block | DNA FID counter
COc1nccc(C(F)(F)F)c1C(=O)Nc1ccc(Cl)cc1 | -1.9 | -6 | -9 | -1.0 | -1.7 | 2 | -0.6 | 21 | 0
S=C(NCc1ccccn1)Nc1ccc(Br)cc1Cl | -1.3 | -8 | -6 | -1.1 | -1.4 | 10 | -3.1 | 30 | -4
C/C(=N\Nc1ccc2nncn2n1)c1ccc(Cl)s1 | -3.2 | -4 | -5 | -0.5 | -1.8 | -1 | 1.6 | -10 | -8
CCOc1nc(-c2ccc(Cl)cc2)nc2ccccc12 | -1.0 | 1 | 16 | -0.2 | 0.5 | 0 | -1.2 | -12 | -1
Clc1nc(-c2ccccn2)nc2scc(-c3ccccc3)c12 | -2.5 | 0 | -9 | 3.0 | -1.6 | -4 | -1.3 | 7 | -14
CCCc1nnc(NC(=O)CCC(=O)NCc2ccccc2Cl)s1 | -1.6 | -8 | -1 | -0.6 | -0.9 | 1 | -1.4 | -15 | -9
